# Compound activity as filed in PubChem.
# ERG-DNA inh: blocks human ERG Ets domain binding to DNA | Potency, µM (top dose mostly 76.9 µM), for the others: at the top dose FP activity, negative = inhibition, most hits filed as inhibitors | P11308 | fluorescence polarization, His-ERG Ets domain / labelled DNA | 0.028% of 370,000 active; active = well fitted inhibition curve with a large enough effect in the polarisation, with a control signal flat; inconclusive = small, poorly fitted or top-dose-only effect, or effect the other way, or a change in a side signal; inactive = no such curve, though single readings can be large or run the other way; the % refers to the polarisation;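 also: polarization taken with two DNA probes labelled with fluorescein and Texas red; potency is read from the fitted curve at half-maximal effect; % of control where 0% means no effect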
#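 His-tagged ERG Ets domain (1 uM in the protein solution; 300mM KCl, 50mM Tris-HCl, 1mM EDTA, 1mM DTT, pH 7.5) received compound, then a probe mix of 5 nM fluorescein-DNA and 100nM Texas-615-DNA. Fluorescence polarization was read for both dyes.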
# POLH inh: blocks human DNA polymerase eta activity; Q9Y253; recombinant Pol eta, fluorescent DNA replication assay; Potency, µM (doses to about 114 µM), for the others: at the top dose activity change, negative = inhibition, usual class: inhibitors; 1.2% of 390,000 active; also: potency is read from the fitted curve at half-maximal effect; % is scaled to controls: 0 for no effect and ±100 for the full control effect
#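 Pol eta (10 nM) was preincubated with compounds for 15 min at room temperature, after which fluorescent replication substrate (50 nM final) was added to start the reaction. Fluorescence was read kinetically at 0 and 10 min.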
# 12-LOX inh: blocks human arachidonate 12S-lipoxygenase; Potency, µM (highest dose often 108 µM), for the others: top-dose activity change, negative = inhibition, usual class: inhibitors; 1.1% of 580,000 active; AID 1671190; purified 12hLO, xylenol orange hydroperoxide absorbance; P18054; also: potency is read from the fitted curve at half-maximal effect; % is scaled to controls: 0 for no effect and ±100 for the full control effect
#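 Purified human 12hLO (150 nM final) in 25 mM Hepes, 0.01% Triton X-100, pH 7.0 was preincubated 15 min at room temperature with compound. Then 40 uM arachidonic acid was added, 30 min. Hydroperoxide was read by Fe-XO absorbance ratio 573/405 nm.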
# LDHA block: inhibitors of human lactate dehydrogenase A. AID 1347041. activity change, % (values are at about 110 or 230 µM). P00338. purified LDHA, NADH/diaphorase-resazurin fluorescence; hits give low values. 0.15% of 480,000 active; in the data active = activity change below about -30%; inconclusive = mostly about -25% to -30%;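 also: plate controls were DMSO wells for no effect and wells without enzyme for full effect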
#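 Human LDH5 at 2 nM final in Tris HCl pH 7.4 with 0.06 mM NADH and 0.2 mM pyruvate, reacted 5 minutes at room temperature. Remaining NADH coupled via diaphorase/resazurin; resorufin fluorescence read at 0 and 20 minutes, normalized to enzyme-free and DMSO wells.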
# Anesthetic bind: candidate novel general anesthetic via apoferritin binding | Potency, µM (titrated, usually from 77.5 µM), for inactives: at the top dose activity change, negative = displacement, actives largely listed as inhibitors | apoferritin/1-aminoanthracene competitive binding, fluorescence | AID 485281 | 0.074% of 350,000 active; also: potency is read from the fitted curve at half-maximal effect; % is scaled to controls: 0 for no effect and ±100 for the full control effect; nearly all actives have a fitted effect of over 20% in size
# Target sequence (P02791 2-175 limits assumed): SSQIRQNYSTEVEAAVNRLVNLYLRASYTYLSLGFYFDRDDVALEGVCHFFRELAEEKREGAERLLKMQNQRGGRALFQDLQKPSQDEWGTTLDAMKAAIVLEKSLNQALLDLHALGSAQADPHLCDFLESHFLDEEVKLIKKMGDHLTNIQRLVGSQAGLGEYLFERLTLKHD
#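 Apoferritin-based anesthetic binding model; compound displacement of fluorescent 1-AMA measured as endpoint fluorescence after 10 minutes at room temperature, scaled to free-ligand and complex controls.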
# Pol beta inh: inhibitors of human DNA polymerase beta | 1.3% of 340,000 active | Pol beta primer extension/strand displacement, fluorescence kinetic | Potency, µM (highest dose often 114 µM), for inactives: at the highest dose activity change, negative = inhibition, most hits filed as inhibitors | AID 485314 | P06746; also: potency is read from the fitted curve at half-maximal effect; % is scaled to controls: 0 for no effect and ±100 for the full control effect
#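 Kinetic readout of DNA synthesis with strand displacement by Pol beta. Compound and 10 nM enzyme sit 15 min at room temperature; 50 nM substrate starts the reaction, read immediately and at 10 min.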
# APEX1 inh: blocks human APE1 abasic DNA cleavage; AID 2517; recombinant APE1, TAMRA/BHQ-2 abasic DNA cleavage fluorescence; Potency, µM (highest dose often 65.8 µM), inactives show top-dose activity change, negative = inhibition, most hits filed as inhibitors; 0.35% of 350,000 active; P27695;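 also: potency is read from the fitted curve at half-maximal effect; plate controls were vehicle for no effect and reference inhibitor for full effect; nearly all actives have a fitted effect of over 55% in size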
#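 Endonuclease cleavage of a quenched abasic-site DNA duplex (50 nM) by APE1 (0.75 nM) was tracked by TAMRA dequenching. Compounds were preincubated with enzyme 15 min at room temperature; data normalized to buffer-only and DMSO wells plus NSC13755 control.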
# RGS4 inh: inhibitors of human regulator of G protein signaling 4 | P49798 | 0.039% of 390,000 active | Potency, µM (titrated, usually from 114 µM), inactives show at the top dose activity change, negative = inhibition, usual class: inhibitors | Transcreener GDP fluorescence polarization, RGS4-accelerated GTP hydrolysis; also: potency is read from the fitted curve at half-maximal effect; % is scaled to controls: 0 for no effect and ±100 for the full control effect; nearly all actives have a fitted effect of over 75% in size; some results filed as inactive show a strong effect at the top dose
#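 MLSMR compounds (23 nl, pin-transferred) preincubated 10 min at room temperature with a 500nM (2x) first reagent, then RGS4 at 900nM (2x) plus Transcreener GDP mix added; fluorescence polarization (620/688 nm) read before and after 90 min at 30 °C.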
# Pol kappa inh: inhibitors of human DNA polymerase kappa; purified Pol kappa, fluorescent DNA synthesis assay, 10 min; Potency, µM (doses to about 107 µM), inactives show top-dose activity, negative = inhibition, actives largely listed as inhibitors; 0.53% of 400,000 active; AID 588579; also: potency is read from the fitted curve at half-maximal effect; % is scaled to controls: 0 for no effect and ±100 for the full control effect
# Target sequence (Q9UBT6 whole entry, looked up): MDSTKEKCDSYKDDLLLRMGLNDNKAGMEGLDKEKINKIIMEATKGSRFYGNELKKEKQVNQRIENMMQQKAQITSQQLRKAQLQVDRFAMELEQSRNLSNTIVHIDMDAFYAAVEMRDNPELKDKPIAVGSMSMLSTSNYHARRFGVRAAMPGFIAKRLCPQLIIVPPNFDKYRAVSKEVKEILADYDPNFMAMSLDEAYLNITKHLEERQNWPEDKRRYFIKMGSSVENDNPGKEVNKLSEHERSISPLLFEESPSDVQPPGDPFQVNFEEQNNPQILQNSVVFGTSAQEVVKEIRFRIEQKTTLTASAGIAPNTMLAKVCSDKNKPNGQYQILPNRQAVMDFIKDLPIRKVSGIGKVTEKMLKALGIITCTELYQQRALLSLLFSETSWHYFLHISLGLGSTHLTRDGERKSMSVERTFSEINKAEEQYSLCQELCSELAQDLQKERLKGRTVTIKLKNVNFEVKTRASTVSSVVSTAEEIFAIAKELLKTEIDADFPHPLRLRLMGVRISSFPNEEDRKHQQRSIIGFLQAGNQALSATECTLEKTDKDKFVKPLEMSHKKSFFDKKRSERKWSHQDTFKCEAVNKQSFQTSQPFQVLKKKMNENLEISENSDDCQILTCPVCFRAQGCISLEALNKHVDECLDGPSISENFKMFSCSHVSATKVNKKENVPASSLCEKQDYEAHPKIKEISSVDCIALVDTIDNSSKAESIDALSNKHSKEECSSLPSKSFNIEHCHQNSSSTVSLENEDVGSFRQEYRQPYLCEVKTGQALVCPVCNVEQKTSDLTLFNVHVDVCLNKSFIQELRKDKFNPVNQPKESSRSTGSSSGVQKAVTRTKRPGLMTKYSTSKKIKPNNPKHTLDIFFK
#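 Activity was followed as the change in fluorescence between reads at 0 and 10 min after starting the reaction with 50 nM substrate. Beforehand, 10 nM polymerase had been preincubated with compound for 15 min at room temperature.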
# Numbers without * were called inactive; i = inactive; ? = inconclusive; nt = no result given; [ ] = another dose, or the depositor's remark. Unless noted, calls follow the shape of the dose curve; as a rule, active = well fitted curve in the direction sought with a large enough effect; inconclusive = small, poorly fitted or top-dose-only effect, or another doubt; inactive = no such curve, though single readings can be large; an effect the other way counts as inactive or inconclusive.
SMILES,ERG-DNA inh,POLH inh,12-LOX inh,LDHA block,Anesthetic bind,Pol beta inh,APEX1 inh,RGS4 inh,Pol kappa inh
CC(=O)N1CCC(C(=O)Nc2ccccc2)(N(Cc2ccccc2)C(=O)c2cccnc2)CC1,-4%,-8%,-3%,-12,-3%,72%,?,-4%,-2%
COC(=O)c1c(NC(=O)C2=COCCO2)sc(C)c1C,1%,-5%,15%,-4,nt,nt,12%,-8%,-10%
CCOCCCNc1nc(C)nc2c1nnn2Cc1c(F)cccc1Cl,-8%,-9%,-6%,4,-17%,-23%,-7%,-22%,2%
COC(=O)c1sccc1NC(=O)Nc1ccccc1F,-1%,-11%,-17%,-6,-3%,10%,-1%,-8%,-24%
O=C(CCc1ccccc1)N1CCN(c2ccccn2)CC1,-10%,-19%,-16%,-6,-5%,7%,4%,-38%,-3%
CCc1nn(C(C)C(=O)N2CCN(c3cccc(C(F)(F)F)c3)CC2)c(=O)c2cc3occc3n12 (centres undefined),-3%,-21%,0%,3,?,-11%,nt,-15%,-2%
N#C/C(=C\c1cccs1)C(=O)NCC1CCCO1 (centres undefined),3%,-7%,0%,-1,-15%,30%,-1%,12%,-1%
Cn1nc(-c2ccc(Cl)cc2)cc1NC(=O)CCCC(=O)O,-3%,-8%,i,-2,-3%,15%,-5%,-18%,-10%
CCNC(=S)NNC(=O)c1cc(-c2ccc(OCC)cc2)nc2ccccc12,-4%,-17%,?,-4,-18%,?,0%,-37%,-14%
COc1ccc(Cn2c(N)c(S(=O)(=O)c3cccs3)c3nc4ccccc4nc32)cc1,-1%,-14%,0%,-5,4%,9%,0%,-28%,-13%
O=C(COc1ccc(F)cc1Br)NCc1nnc2ccccn12,5%[15.4 µM],-17%,396%[activator],-4,nt,nt,10%,-54%,-1%
O=C(O)CCc1ccc(-c2ccccc2)n1Cc1ccco1,-2%,16µM*,?,-6,-9%,-2%,3%,-12%,?
O=C(O)c1cc(S(=O)(=O)N2CCN(S(=O)(=O)c3ccc4ccccc4c3)CC2)ccc1Br,10%,18µM*,338%[activator],2,nt,nt,-15%,-16%,-36%
COc1ccc(OC)c(CCNC(=O)C(=O)Nc2ccc3nc4n(c(=O)c3c2)CCCCC4)c1,1%,-12%,1%,-6,-21%,0%,2%,20%,-15%
Cn1c(C2CCCCC2)nc2ccccc21,3%,1%,2%,-3,-21%,53%,-7%,10%,-12%
CCC(NC(=O)c1ccccc1NC(=O)C(C)(C)C)C(=O)N1CC(C)OC(C)C1 (centres undefined),1%,-9%,71%[activator],-1,nt,nt,45%,2%,-11%
COc1ccc(CNC(=O)C[C@H]2C[C@H](C(=O)N3CCCCC3)[C@@]3(C)c4[nH]c5ccc(Cl)cc5c4CCN3C2=O)cc1OC,2%,-25%,?,4,nt,nt,-11%,-12%,0%
O=c1c2ccccc2nc2n1CCS2,2%,-8%,-18%,-3,-12%,-4%,-2%,-18%,-7%
CCCc1cc(=O)[nH]c(SCC(=O)Nc2ccc(C)c(S(=O)(=O)N3CCCCC3)c2)n1,-18%,7%,11%,1,nt,nt,9%,-31%,1%
CC(C)(C)c1ccccc1NC(=O)N1CCNC(=O)C1CC(=O)Nc1ccc(F)cc1 (centres undefined),15%,-24%,5%,-1,-10%,7%,-9%,-26%,-3%
Nc1nccnc1C(=O)OCC(=O)NC1CCCc2ccccc21 (centres undefined),6%,-19%,3%,-7,nt,nt,20%,21%,-1%
CCOC(=O)CC1C(=O)NCCN1S(=O)(=O)c1ccccc1Cl (centres undefined),-14%,-7%,0%,-5,-12%,36%,13%,-4%,-10%
COCCNC(=O)c1cccc2c1C(=O)c1ccc(N3CCOCC3)cc1S2(=O)=O,5%,-5%,?,-5,nt,nt,-9%,6%,-8%
CN(CCOc1ccccc1)C(=O)c1cc(S(=O)(=O)N2CCOCC2)ccc1Cl,-18%,-5%,15%,-6,nt,nt,1%,14%,-16%
N#C/C(=C/c1ccc(Sc2nc3ccccc3[nH]2)o1)c1cccc(F)c1,5%,2%,?,-4,0%,9%,0%,-17%,-2%
CCC(C)n1c(C)cc(=O)n1C(C)CC (centres undefined),7%,-13%,0%,3,nt,nt,nt,?,-2%
CC(=O)c1ccc(OCC(=O)Nc2ccc3c(c2)CCC3)cc1,0%,-14%,-66%,-4,-18%,-26%,1%,-24%,-8%
Cc1ccccc1S(=O)(=O)N1[C@@H](c2cccc(Cl)c2)C(C(=O)O)=CC[C@H]1c1ccc(Cl)cc1,10%,89µM*,?,0,nt,nt,62%,-17%,-6%
CC(C)CN(C(=O)COC(=O)CSc1ccc([N+](=O)[O-])cc1)C1CCS(=O)(=O)C1 (centres undefined),0%,-15%,?,-1,nt,nt,27%,?,-5%
O=C(Nc1cccc(S(=O)(=O)N2CCCC2)c1)C1CCCN1C(=O)c1cccs1 (centres undefined),11%,-1%,-15%,-12,2%,61%,4%,-11%,-2%
Cc1ccc2cc(CN(CCN(C)C)C(=O)Nc3ccc(Cl)cc3)c(=O)[nH]c2c1,0%,-15%,?,-7,-23%,3%,4%,1%,-11%
Cc1nc2c3ccccc3nc(NNC(=O)CCC(=O)NC3CCCC3)n2n1,6%,-16%,-1%,4,-11%,29%,-1%,2%,1%
C#CCOc1ccc(Br)cc1C(c1c(C)[nH][nH]c1=O)c1c(C)[nH][nH]c1=O,2%,-20%,-10%,-1,-9%,6%,42%,-49%,-8%
O=c1[nH]c(SCc2ccc(Cl)cc2)nc2[nH]ncc12,11%,-13%,-4%,-7,-6%,0%,-6%,23%,-10%[60.1 µM]
C/C(=N/NC(=S)Nc1cccc(C)c1)c1cccc([N+](=O)[O-])c1,8%,-15%,40µM*,-8,-22%,4%,1%,-5%,-5%
Cc1ccc(S(=O)(=O)NCCC(=O)NCc2ccc(Cl)cc2)cc1C,3%,-16%,146%[activator],-6,nt,nt,-15%,10%,-16%
CC(=O)Nc1ccc(S(=O)(=O)N(C)c2ccc(OCCOc3ccccc3F)cc2)cc1,6%,?,2%,8,nt,nt,?,-22%,-15%
CC1CCC(NC(=O)C2COc3ccccc3O2)CC1 (centres undefined),12%,4%,7%,-7,nt,nt,16%,-7%,-5%
O=C(CCN1C(=O)C2C3C=CC(C3)C2C1=O)N1CCN(c2ccccn2)CC1 (centres undefined),8%,-10%,5%,-1,-8%,35%,0%,9%,-8%
O=C(NNC(=O)C1CC2CCC1C2)c1ccccc1 (centres undefined),-4%,-8%,2%,-4,5%,8%,1%,-18%,-11%
Nc1[nH]nc2nc(N3CCCC3)nc(-c3ccccc3)c12,-2%,-9%,0%,2,-14%,3%,-4%,4%,-2%
COc1ccc(S(=O)(=O)NCCSc2nnnn2-c2ccccc2)cc1OC,2%,-15%,0%,-2,42%[activator],4%,nt,42%,-17%
COc1ccc(CCNC(=S)NNC(=O)c2c(Br)c(C)nn2C)cc1OC,-5%,1%,-3%,0,-5%,-6%,-2%,9%,-8%
Cn1ncc2c(NCc3ccc(F)cc3)ncnc21,1%,-6%,-27%,-1,-6%,21%,nt,-1%,-2%[60.1 µM]
COc1ccc(CNc2ncnc3sccc23)cc1OC,2%,-6%,2%,-5,6%,19%,-3%,3%,-2%
COc1ccc(-c2cc(C(F)(F)F)nc(SCCC(=O)Nc3c(C)cccc3C)n2)cc1,-4%,-5%,-4%,-1,-7%,1%,nt,-11%,3%
O=C(COC(=O)C1CCC1)Nc1cccc(S(=O)(=O)N2CCOCC2)c1,-4%,-1%,-15%,0,nt,nt,-9%,2%,-14%
Cc1cc(S(=O)(=O)N2CCCOC2CNC(=O)C(=O)NCc2ccco2)ccc1F (centres undefined),2%,-20%,-16%,3,-8%,10%,-5%,-22%,-5%
CC1CC(C)CN(C(=O)Nc2ccccc2F)C1 (centres undefined),0%,-12%,2%,-1,-22%,32%,19%,8%,1%
COc1ccccc1CCNC(=O)C1CCN(c2nnc(-n3cccc3CNc3ccc(C)cc3)s2)CC1,9%,-8%,-1%,3,37%[activator],4%,nt,7%,-8%
# More compounds:
SMILES,ERG-DNA inh,POLH inh,12-LOX inh,LDHA block,Anesthetic bind,Pol beta inh,APEX1 inh,RGS4 inh,Pol kappa inh
Cc1c(/C=N/NC(=O)c2cc(=O)[nH]c(=O)[nH]2)c2ccccn2c1C(=O)c1ccccc1,7%,-11%,9%,1,-3%,0%,-7%,-20%,5%
O=C(Cn1sc2ccccc2c1=O)N1CCN(C(=O)c2ccco2)CC1,-20%,-1%,-14%,-2,-8%,-5%,16%,-18%[56.9 µM],-4%
COc1ccc(C(=O)Nc2nnc(SCc3cc(=O)c4cc(C)ccc4[nH]3)s2)cc1OC,1%,14%,-24%,4,6%,6%,nt,-27%,-10%[60.1 µM]
COc1ccc(Cc2nnc(SCC(=O)NC3CCCC3)o2)cc1,5%,-2%,257%[activator][57.4 µM],-5,2%,6%,-3%,8%,-5%
Cc1nn(-c2nc3ccccc3s2)c(N)c1Sc1ccc(F)cc1,nt,12%,3%,0,-6%,35%,-5%,-3%,-7%

# Not all compounds are listed; count on the stated rates, not on these rows.
